ERK EGF inh – blocks ERK signaling stimulated by EGF. 130,000 tested, 0.41% active. AID 1454. HEK293-V1b, EGF-stimulated phospho-ERK AlphaScreen. Potency, µM (titrated, usually from 11.5 µM), without a hit: at the top dose activity change, negative = inhibition, usual class: inhibitors; active = well fitted inhibition curve with a large enough effect; inconclusive = small, poorly fitted or top-dose-only effect, or effect the other way;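 note: plate controls were stimulated vehicle wells for no effect and unstimulated vehicle basal for full effect; nearly all actives have a fitted effect of over 55% in size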
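EGF-stimulated (25 nM, 5 min) phospho-ERK in HEK293 cells stably expressing V1b, cells pretreated 30 min with compound at 37C. Homogeneous AlphaScreen read on lysates.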
An asterisk follows results filed as active; u = inconclusive; & = joins results of further samples; [ ] = remark or other dose. Potency is the fitted concentration of half-maximal effect. A portion of the library; the hit share may differ from the screen's.

SMILES	ERK EGF inh
CCCCCCNc1c([N+](=O)[O-])c(=O)sc2ccccc12	u
O=C(NC12CC3CC(CC(C3)C1)C2)c1ccc(-c2ccc(Br)cc2)o1	-2.2%
CC(=O)Nc1cccc(NC(=O)COc2nncc3ccccc23)c1	0.6%
O=C(CCC1CCCN(C(=O)C2CCCC2)C1)NCc1ccc(F)c(F)c1 (centres undefined)	-3.6%
O=S(=O)(NCCN1CCOCC1)c1ccc(Cl)s1	-11.2%
COCC(=O)N1CCC2(CC1)CN(c1ccccn1)C2	5.0%
CCOC(=O)c1c(N/N=C/c2ccncc2)n[nH]c1C	-7.3%
C#CCOCCOCCOCCNc1nc(N2CCN(C(=O)[C@H]([C@@H](C)CC)n3cc([C@@H](N)CC(C)C)nn3)CC2)nc(N2CCN(C(=O)[C@H](Cc3cc4ccccc4[nH]3)n3cc([C@@H](N)Cc4ccc(O)cc4)nn3)CC2)n1	-1.8%[57.5 µM]
OC1(C(F)(F)F)CC(c2ccc3ccccc3c2)=NO1 (centres undefined)	-22.1%[57.5 µM]
Cc1cc2cc(CN(Cc3cccs3)C(=S)NCC3CCCO3)c(=O)[nH]c2cc1C (centres undefined)	3.6%
Cc1cc(C)n2nc(S(=O)(=O)NC(C)(C)C)nc2n1	-14.0%
CC1(C)C(CSc2nc3ccccc3[nH]2)C1(Cl)Cl (centres undefined)	-9.6%[57.5 µM]
CC(=O)N1CCN(Cc2nc3cc(NC(=O)NC4CCCCC4)ccc3n2C)CC1	1.8%
S=c1nccc(-c2ccc(Cl)cc2)[nH]1	-3.9%[57.5 µM]
CCOc1ccc(N2C(=O)CC(NCCNc3ccc([N+](=O)[O-])cn3)C2=O)cc1 (centres undefined)	-2.2%[57.5 µM]
CC(C)Sc1nc2ccccc2n1CC(=O)O	19.4%
Cc1ccnc(NC(=O)CCC(=O)N(CC(=O)NC2CCCCC2)C2CCCC2)c1	5.4%[57.5 µM]
Cc1[nH]n(-c2ccc(Cl)cc2)c(=O)c1C=NC12CN3CN(CN(C3)C1)C2	-3.4%
Cc1cc(Cl)ccc1C(=O)C1CCCN(C(=O)c2ccoc2)C1 (centres undefined)	-0.5%
Brc1ccccc1OCCOCCOc1cccc2cccnc12	u
Cc1ccc(Oc2ncnc3sccc23)cc1	19.4%
Cc1ccc(NC(=S)Nc2cccc(S(=O)(=O)Nc3c(C)n(C)n(-c4ccccc4)c3=O)c2)cc1	-11.8%
Cc1cc([N+](=O)[O-])nn1CC(=O)N1CCOCC1	5.4%
COc1ccc(NC(=S)Nc2ccc3nsnc3c2)cc1	-2.6%
Cc1cc(=O)[nH]c(N/N=C/c2cc(C)n(-c3ccccc3)c2C)n1	4.9%[57.5 µM]
CCC(=O)Oc1ccc(C(=O)Nc2ccc3c(c2)OCO3)cc1	0.3%
Cc1c(Br)c(=O)oc2c(Br)c(O)ccc12	21.5%
O=C(CCn1c(=O)oc2ccccc21)Nc1ccon1	-0.6%
CCn1ccnc1CN1CCCC(C(=O)c2ccc3c4c(cccc24)CC3)C1 (centres undefined)	-15.7%[57.5 µM]
CC(C)(C)n1nnnc1CN1CCN(C(c2ccccc2)c2ccccc2)CC1	13.6%
Cn1c(-c2cccc([N+](=O)[O-])c2)[n+](C)c2ccccc21	-4.0%
COc1cc(N=Nc2c(O)c3ccccc3[nH]c2=O)c(OC)cc1N=Nc1ccccc1	u
CCOc1cc(/C=C/c2cc(C(=O)O)c3ccccc3n2)ccc1OC	3.6%
CC(C)(C)C(=O)Nc1sc(-c2ccccc2)cc1C(=O)O	-14.3%[57.5 µM]
CCN(CC)C(=O)Oc1cc(=O)n(C)c2ccccc12	-10.2%
O=C(CCc1nnc(CCCCc2ccccc2)o1)N(CCO)Cc1ccccc1	-3.0%
CN(C1CCCCC1)S(=O)(=O)c1ccc(S(=O)(=O)N(CC(=O)Nc2ccccc2)C2CC2)cc1	8.0%[57.5 µM]
CCSc1ccccc1C(=O)NCCc1ccccc1	4.2%
COC(=O)c1nc(Cl)c(Cl)c(N)c1Cl	-1.9%
COc1ccc(CNC(=O)C(c2ccco2)N(C(=O)CNS(=O)(=O)c2ccccc2)c2ccccc2C)cc1 (centres undefined)	-3.3%

Shown with bars between the fields: entries from further up.
Compound | ERK EGF inh
CCC(=O)Oc1ccc(C(=O)Nc2ccc3c(c2)OCO3)cc1 | 0.3%
Cc1c(Br)c(=O)oc2c(Br)c(O)ccc12 | 21.5%
O=C(CCn1c(=O)oc2ccccc21)Nc1ccon1 | -0.6%
CCn1ccnc1CN1CCCC(C(=O)c2ccc3c4c(cccc24)CC3)C1 (centres undefined) | -15.7%[57.5 µM]
CC(C)(C)n1nnnc1CN1CCN(C(c2ccccc2)c2ccccc2)CC1 | 13.6%

(cont.)
SMILES	ERK EGF inh
COC(=O)N/N=C/c1cc(Br)ccc1O	0.0%
C=C1CCN([C@@H](C)C(=O)NCc2cc(OC)c(OC)c(OC)c2)S(=O)(=O)c2ccccc21	5.4%[57.5 µM]
Clc1ccc(CSc2nnc(-c3ccncc3)s2)cc1	-3.2%[57.5 µM]
O=C(C1=C[C@H](c2ccccc2)C[C@H](OCCCCO)O1)N1CCN(Cc2ccc3c(c2)OCO3)CC1	-8.0%[57.5 µM]
O=C(Nc1ccc(CSc2ccccc2)cc1)c1ccccc1	-12.6%
O=C(Nc1cccc(F)c1)N1CCCC2(CCN(C(=O)c3cc(C(F)(F)F)cc(C(F)(F)F)c3)CC2)C1	4.7%
O=C(Nc1ccccn1)C1COc2ccccc2O1 (centres undefined)	8.1%
CC(C)(/C=N/O)/[N+]([O-])=C/c1ccccc1	-15.9%[57.5 µM]
O=C(NCCS(=O)c1ccc(Cl)cc1)c1cccc(Cl)c1 (centres undefined)	-1.6%
CCOc1ccc(Nc2cc(Nc3ccccc3OCC)nc(C=C(C#N)C#N)n2)cc1	-2.9%[57.5 µM]
CCOC(=O)C(NC(=O)NCc1ccccc1)(OCC)C(F)(F)F (centres undefined)	3.7%
COc1ccc(Cl)cc1NC(=S)NNC(=O)c1cccs1	3.6%
Cc1ccccc1N(C(=O)Cc1cccs1)C(C(=O)NC1CCCCC1)c1cn(C)nc1C (centres undefined)	1.9%
CCCOc1cccc(C(=O)NC(=S)Nc2ccc(N3CCN(C)CC3)cc2)c1	u
CCCC[C@@H]1C[C@H]1C(NC(=O)Cc1ccccc1)c1ccc(Cl)cc1 (some centres undefined)	-4.7%
COc1cccc(/C=N/Nc2cc(-n3nc(C)cc3-c3ccccc3)ncn2)c1O	8.91µM*
c1ccc(CN2CCC(N=C3NN=C(c4ccc5c(c4)OCCO5)CS3)CC2)cc1	-7.6%
O=C(NC1CC1)c1ccc(-n2cccc2)cc1	-8.0%
CCNC(=O)CC1S/C(=N/N=C(\C)c2ccccc2)NC1=O (centres undefined)	0.1%
CC(C(=O)N1CCN(C2c3ccccc3-c3ccccc32)CC1)N1C(=O)c2ccccc2C1=O (centres undefined)	7.9%

Copied from the entries so far for reference:
SMILES	ERK EGF inh
COC(=O)N/N=C/c1cc(Br)ccc1O	0.0%
C=C1CCN([C@@H](C)C(=O)NCc2cc(OC)c(OC)c(OC)c2)S(=O)(=O)c2ccccc21	5.4%[57.5 µM]
Clc1ccc(CSc2nnc(-c3ccncc3)s2)cc1	-3.2%[57.5 µM]
O=C(C1=C[C@H](c2ccccc2)C[C@H](OCCCCO)O1)N1CCN(Cc2ccc3c(c2)OCO3)CC1	-8.0%[57.5 µM]
O=C(Nc1ccc(CSc2ccccc2)cc1)c1ccccc1	-12.6%
O=C(Nc1cccc(F)c1)N1CCCC2(CCN(C(=O)c3cc(C(F)(F)F)cc(C(F)(F)F)c3)CC2)C1	4.7%

Next part.
SMILES	ERK EGF inh
CCOC(=O)N1CCN(C(=O)COc2ccccc2[N+](=O)[O-])CC1	1.4%
O=C(Cn1cnc([N+](=O)[O-])n1)N/N=C/c1ccc(O)cc1O	15.3%[57.5 µM]
CC(C)N(CCO)C(=O)CCc1nnc(Cc2cccc(C(F)(F)F)c2)o1	10.9%
Cc1ccc(-c2cc(C(F)(F)F)n3ncc(C(=O)N4CCCc5ccccc54)c3n2)cc1	4.7%
CCCc1nc(Cl)c(C#N)c2c1CCCC2	3.8%
COc1cc2nc(N3CCN(C(=O)OCc4ccccc4)C(C(=O)NC(C)(C)C)C3)nc(N)c2cc1OC (centres undefined)	1.2%
COc1ccccc1CN1CCCC2(CCN(C(=O)c3cc(C(F)(F)F)cc(C(F)(F)F)c3)CC2)C1	3.3%
O=[N+]([O-])c1cccc(/C=C2\CCC(/C=N/Nc3ccc4ccccc4n3)=C2N2CCOCC2)c1	-1.9%
COc1ccc(NC(=O)COC(=O)Cc2c[nH]c3ccccc23)cc1OC	-3.6%
Cc1nc(-c2coc3c(CN(C)C)c(O)ccc3c2=O)cs1	21.2%[57.5 µM]
CCc1ccccc1NC(=O)COc1ccc(C(=S)N2CCCC2)cc1	-3.0%
CCc1nnc(NS(=O)(=O)c2ccc(N/C=C\C(=O)c3cccc(OC)c3)cc2)s1	-0.7%
Cc1ccccc1OCCN(C#N)c1nc(N(C)C)nc(N(C)C)n1	0.0%
Cc1cc(C)n(-c2ccc(C(=O)Nc3cccc(S(=O)(=O)N4CCCC4)c3)cc2)n1	u
CC(=O)c1cccc(N=Nc2c(-c3ccccc3)[nH]n(-c3ccccc3)c2=O)c1	u
O=C(O)c1ccc2c(=O)[nH]c(CCl)nc2c1	-3.7%
Cc1ccc(NC(=S)NNc2ncc(C(F)(F)F)cc2Cl)cc1	-8.5%
Cn1c(=O)c2c(ncn2CC(=O)OCC(=O)Nc2ccccc2)n(C)c1=O	-5.7%
O=S(=O)(Nc1cccc(-c2nc3cccnc3s2)c1)c1cccs1	-5.5%[57.5 µM]
COc1ccc(S(=O)(=O)N2CCC(N3CCN(Cc4ccccc4)CC3)CC2)cc1	6.2%
COc1ccc(CCCc2nnc(SCC(=O)Nc3ccc(OC)cc3)o2)cc1	-2.1%
CCCCN(C(=O)c1ccc2c(c1)OCO2)c1ccccc1	9.6%
COc1cccc(C(=O)Nc2cccc(-c3ccc4nncn4n3)c2)c1OC	4.6%
CC(C(=O)OCc1nnc(-c2ccccc2)o1)N1C(=O)C2CCCCC2C1=O (centres undefined)	20.0%
O=C(Cn1cc2c(n1)CCCCC2)Nc1ccccc1Br	-20.9%[57.5 µM]
CCSCCc1nnc(NC(=O)Nc2cccc(C(F)(F)F)c2)s1	-8.6%
CCN(CC)C(=O)n1cnc(-c2ccccc2)c1-c1ccccc1	0.8%
c1ccc(Nc2ncnc3ccc(-c4ccc5c(c4)OCO5)cc23)cc1	2.82µM*
CC(=O)N(Cc1ccccc1)c1ccccc1C(=O)O	2.7%[57.5 µM]
COc1ccc(CNC(=O)c2nnn(-c3cccc(C(F)(F)F)c3)c2N)cc1	3.2%
CCc1n(CC(O)COC2CCCCC2)c2ccccc2[n+]1C (centres undefined)	-7.3%
Cc1ccc(S(=O)(=O)N/N=C/c2ccc(O)cc2O)cc1[N+](=O)[O-]	14.6%[57.5 µM]
CC1(C)CC2CN(C(=O)Cc3ccccc3)C(C)(C2)C1 (centres undefined)	-5.8%
CCCCCN(CCCCC)C(=O)C(CCC(=O)O)NC(=O)c1ccc(Cl)c(Cl)c1 (centres undefined)	-2.6%&31.9%
O=C(NC(=S)Nc1ccc(S(=O)(=O)N2CCCCC2)cc1)c1cccs1	5.0%
COc1c(C)cccc1C(=O)NC(=S)Nc1cccc2nsnc12	2.4%
Clc1ccc2nc(-c3ccc4c(c3)OCO4)cn2c1	-2.6%
O=C(CSc1nnc(SCc2ccc(Cl)cc2)s1)N/N=C/c1ccccc1C(=O)O	6.4%[57.5 µM]
CN(CCC#N)Cc1cc(=O)oc2ccc3ccccc3c12	7.3%[57.5 µM]
O=C(NCc1cccs1)c1ccc(S(=O)(=O)N2CCOCC2)cc1	-2.9%
CCc1nnc(NC(=O)CCCSc2nc3ccccc3[nH]2)s1	-6.5%
CCc1nnnn1-c1ccc([N+](=O)[O-])cc1C	4.3%
Cc1nn(C)c(Oc2ccccc2)c1CCNC(=O)CCl	-6.2%[57.5 µM]
CCc1ccc(C(=O)O)cc1	13.8%[57.5 µM]
C/C(=N\O)C(C)Oc1ccc(Cl)cc1 (centres undefined)	-5.8%
O=C(NNc1c(Cl)cc(Cl)cc1Cl)C1CCC1	5.4%
C=CCOc1ccc(/C=N/O)cc1Cl	4.7%
COc1ccc2cc(/C=N/NC(=O)c3c(Cl)cnn3C)c(Cl)nc2c1	-8.1%
COc1ccc(NC(=O)/C=C/c2ccc(C)o2)cc1S(=O)(=O)N1CCOCC1	1.0%
O=C(Cn1nnc(-c2ccccc2)n1)N/N=C/c1ccc(-c2ccc(Cl)cc2)o1	8.3%
Cc1ccnc(SCc2cn3c(C)cccc3n2)n1	-3.6%
COc1ccc2c(c1)CCC(C)N2S(=O)(=O)c1ccc(C2CNC(=O)C2)cc1 (centres undefined)	-6.1%
COc1ccc(-c2csc3ncn(-c4ccc(C)cc4)c(=O)c23)cc1OC	5.1%
Cc1ccnn1CC(=O)N/N=C/c1cn[nH]c1-c1ccccc1	-3.9%[57.5 µM]
CC1NC(=O)NC1CCCCCC(=O)Nc1ccc(F)cc1 (centres undefined)	-3.1%
Cc1ccc(S(=O)(=O)ON2C(=O)c3cccc4cccc(c34)C2=O)cc1	-0.5%
COc1ccc2nc(SCC(C)=O)c(C#N)cc2c1	-5.8%
Cc1oc(C(C)(C)C)cc1C(=O)N1CCN(C(c2ccccc2)c2ccccc2)CC1	-0.7%[57.5 µM]
COc1cc(CCC(=O)OCC(=O)Nc2cccc(S(=O)(=O)N(C)C)c2)cc(OC)c1OC	-0.1%
O=S(=O)(c1ccccc1)N1CCC[C@@]2(CCN(c3ccccc3)C2)C1	-1.4%

(listing goes on)
SMILES	ERK EGF inh
COc1ccc(C2CC(c3ccccc3)=NN2C(=O)COC(=O)c2nc3nc(C)cc(C)n3n2)cc1 (centres undefined)	-4.0%
COC(=O)c1sccc1NC(=O)CSCCc1ccccn1	-3.2%
C/C(Cc1ccccc1)=N\NC(=O)CNC(=O)Cc1ccccc1	8.1%[57.5 µM]
Cc1ccc(NNC(=O)c2cc(C(C)(C)C)nn2Cc2ccccc2)cc1	u
